GAA850 FXN act: activators of GAA850 frataxin (FXN) promoter. HEK293 lucGAA850 FXN promoter luciferase reporter, 24 h; percent of 10 µM SAHA response. activation, % at 6 µM. 0.56% of 360,000 active;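 active = activation above the average of all compounds screened plus 3 SD, cutoff fixed separately per campaign, cut at about 7.5% in these data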;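 also: 0% = DMSO wells and 100% = 10 µM SAHA wells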
hcDAF-12 act: H. contortus DAF-12 activation, primary screen | HEK293 hcDAF-12 lit1-tk-luc reporter, luminescence; 0% DMSO, 100% Δ7-dafachronic acid | activation, % at 6.8 µM | 1.4% of 370,000 active;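 active = activation above the mean of all tested compounds plus 3 SD, cut at about 5.5% in these data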;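 also: 100% = response to 3 µM Δ7-dafachronic acid high control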
hgDAF-12 ag: agonists of H. glycines DAF-12 nuclear receptor | 1.8% of 370,000 active | activation, % at 6.8 µM | HEK293 GAL4-hgDAF12 UAS-luciferase reporter, agonist luminescence; normalized to butyrate control;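 active = activation above a cutoff set at the mean of all screened compounds plus 3 SD, cut at about 10% in these data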;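 also: 0% = DMSO wells and 100% = sodium butyrate wells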
DAX1 inh-1: NR0B1 (DAX1) inhibition; AID 504766; inhibition, % at 6.75 µM; HEK293 Gal4-DAX1 luciferase reporter, luminescence; 0.99% of 340,000 active;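 active = inhibition above the mean over all tested compounds plus 3 SD, cut at about 4.2% in these data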;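 also: 0% = DAX1-transfected cells with DMSO and 100% = empty-vector control cells with DMSO; inhibition shows as a rise in luminescence from relieved DAX1 repression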
Target sequence (P51843 207-470 limits assumed): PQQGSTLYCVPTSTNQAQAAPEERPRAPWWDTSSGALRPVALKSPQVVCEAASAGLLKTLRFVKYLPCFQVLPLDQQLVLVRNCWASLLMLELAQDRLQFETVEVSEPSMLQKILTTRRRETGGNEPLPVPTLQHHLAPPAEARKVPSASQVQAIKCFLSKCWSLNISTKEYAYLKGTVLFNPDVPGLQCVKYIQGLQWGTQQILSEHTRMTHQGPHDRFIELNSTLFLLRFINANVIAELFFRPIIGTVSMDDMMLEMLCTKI
ADAM17 inh: inhibitors of human ADAM17; recombinant ADAM17, EDANS/DABCYL FRET peptide cleavage; inhibition, % at 6.95 µM; P78536; 0.83% of 370,000 active;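 active = inhibition above the mean of compounds lying between control limits plus 3 SD, set per campaign, cut at about 8.5% in these data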;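 also: 0% = DMSO-only wells as the low control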
ADAM10 inh: inhibits human ADAM10; inhibition, % at 7 µM; AID 720582; 0.62% of 370,000 active; O14672; recombinant ADAM10, EDANS/DABCYL FRET peptide cleavage, 3 h;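 active = inhibition above a per-campaign cutoff equal to the mean of compounds falling between control-based bounds plus 3 SD, cut at about 20% in these data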;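 also: 0% = DMSO wells while the 100% control is not disclosed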
PLC-gamma1 inh: PLC-gamma1 (human) inhibition, primary screen; P19174; purified PLC-gamma1, fluorogenic substrate, fluorescence; inhibition, % at 12.2 µM; 0.84% of 370,000 active; AID 720700; in the data active = inhibition above about 9.5%
DAX1 inh-2: DAX1 (NR0B1) inhibition, primary screen. HEK293T StAR-luciferase reporter, SF-1/DAX-1 repression relief. inhibition, % at 6.8 µM. 1.1% of 370,000 active. AID 652010;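 active = inhibition above the mean over all tested compounds plus 3 SD, cut at about 3.6% in these data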;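 also: 0% = DAX-1 cells with DMSO and 100% = cells lacking DAX-1 with DMSO; higher inhibition means more luminescence from relief of DAX-1 repression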
PLCb3 inh: blocks human PLC-beta3 enzyme activity | Q01970 | Purified PLC-beta3, fluorogenic substrate, fluorescence | inhibition, % at 12.2 µM | 0.18% of 370,000 active; in the data active = inhibition above about 11%;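 also: 0% = median of compound wells on plate and 100% = full blocker control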
sPLA2-III inh: Inhibits HGIII-sPLA2 liposome hydrolysis, primary screen. QFRET BODIPY PC-A2 liposome hydrolysis, fluorescence. Q9NZ20. inhibition, % at 12.2 µM. 0.56% of 370,000 active;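 active = inhibition above mean plus 3 SD of compounds lying within the high and low control bounds, cut at about 19% in these data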;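 also: 0% = median of test compound wells and 100% = no enzyme DMSO wells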
Target sequence (Q9NZ20 whole entry, looked up): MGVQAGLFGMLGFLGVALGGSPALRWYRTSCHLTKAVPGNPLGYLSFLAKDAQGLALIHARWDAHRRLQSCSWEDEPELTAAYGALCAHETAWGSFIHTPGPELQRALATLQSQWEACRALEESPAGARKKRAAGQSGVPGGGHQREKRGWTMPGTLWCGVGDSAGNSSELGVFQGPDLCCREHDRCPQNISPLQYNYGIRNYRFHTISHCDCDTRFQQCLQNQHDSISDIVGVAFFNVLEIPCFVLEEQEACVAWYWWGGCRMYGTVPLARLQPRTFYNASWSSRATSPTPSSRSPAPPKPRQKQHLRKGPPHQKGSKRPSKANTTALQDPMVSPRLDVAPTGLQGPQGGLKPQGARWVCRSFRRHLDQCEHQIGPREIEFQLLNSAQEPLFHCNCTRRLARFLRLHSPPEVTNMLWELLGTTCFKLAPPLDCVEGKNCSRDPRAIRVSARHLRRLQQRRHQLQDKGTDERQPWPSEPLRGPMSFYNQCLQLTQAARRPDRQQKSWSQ
ssDAF-12 act: activators of S. stercoralis DAF-12 nuclear receptor. HEK293 ssDAF-12/GRIP1 lit1-tk-luc reporter, luminescence; % of 3 µM dafachronic acid response. activation, % at 6.8 µM. 1% of 370,000 active;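 active = activation above the mean over all tested compounds plus 3 SD, cut at about 0.9% in these data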;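 also: 0% = DMSO-only wells and 100% = 3 µM delta7-dafachronic acid wells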
Starred values were filed as active, the others as inactive.

Screening COc1cccc(C(C(=O)NC2CCCC2)N(C(=O)c2ccco2)C2CC2)c1OC (stereo not given) returned GAA850 FXN act -2.2, hcDAF-12 act -2.0, hgDAF-12 ag -1.0, DAX1 inh-1 -0.6, ADAM17 inh 0, ADAM10 inh -11, PLC-gamma1 inh 2, DAX1 inh-2 0.6, PLCb3 inh 0, sPLA2-III inh 9 and ssDAF-12 act -1.4.
O=C(CCc1nnc2ccc(N3CCCCC3)nn12)NCc1ccco1 was read as GAA850 FXN act 0.8, hcDAF-12 act -0.2, hgDAF-12 ag 1.5, DAX1 inh-1 0.4, ADAM17 inh 0, ADAM10 inh 8, PLC-gamma1 inh -7, DAX1 inh-2 -1.1, PLCb3 inh -4, sPLA2-III inh 5 and ssDAF-12 act -1.2.
Screening Cc1nn(Cc2ccc(F)cc2)c2sc(C(=O)Nc3nccs3)cc12 returned GAA850 FXN act 1.5, hcDAF-12 act 0.7, hgDAF-12 ag -2.2, DAX1 inh-1 -2.6, ADAM17 inh -6, ADAM10 inh -16, PLC-gamma1 inh -11, DAX1 inh-2 -1.1, PLCb3 inh -16, sPLA2-III inh -6 and ssDAF-12 act -2.0.
For CCOC(=O)c1c(NC=O)sc2c1CCC2 the results were GAA850 FXN act 2.1, hcDAF-12 act -2.0, hgDAF-12 ag -0.5, DAX1 inh-1 -0.3, ADAM17 inh -3, ADAM10 inh -72, PLC-gamma1 inh 1, DAX1 inh-2 -0.3, PLCb3 inh -2, sPLA2-III inh 14 and ssDAF-12 act -1.6.
`Clc1ccc(OCCOCCN2CCc3ccccc3C2)c(Cl)c1` gave GAA850 FXN act -0.5, hcDAF-12 act 3.2, hgDAF-12 ag 2.1, DAX1 inh-1 -0.7, ADAM17 inh -1, ADAM10 inh -2, PLC-gamma1 inh 0, DAX1 inh-2 -0.1, PLCb3 inh -4, sPLA2-III inh 9 and ssDAF-12 act 0.5.
For CCn1c(=O)n(CC(=O)Nc2cc(OC)ccc2OC)c(=O)c2ccccc21 the results were GAA850 FXN act 0.6, hcDAF-12 act -0.8, hgDAF-12 ag 1.7, DAX1 inh-1 0.8, ADAM17 inh 2, ADAM10 inh 12, PLC-gamma1 inh 5, DAX1 inh-2 -0.8, PLCb3 inh 0, sPLA2-III inh -2 and ssDAF-12 act -1.2.
Screening Cc1cccc(C(=O)N(CC(=O)Nc2sc(C)c(C)c2C(N)=O)C2CCCC2)c1 returned GAA850 FXN act 0.7, hcDAF-12 act -0.3, hgDAF-12 ag -1.6, DAX1 inh-1 -1.2, ADAM17 inh 2, ADAM10 inh -5, PLC-gamma1 inh 3, DAX1 inh-2 -0.7, PLCb3 inh -10, sPLA2-III inh 1 and ssDAF-12 act -0.6.
Screening CNC(=O)C[C@@H]1C(=O)N(CCc2ccccc2)CC1(C)C returned GAA850 FXN act 0.6, hcDAF-12 act 0.7, hgDAF-12 ag 0.7, DAX1 inh-1 1.5, ADAM17 inh 1, ADAM10 inh 6, PLC-gamma1 inh 4, DAX1 inh-2 0.7, PLCb3 inh 3, sPLA2-III inh 7 and ssDAF-12 act -1.6.
For Clc1nc2c(-c3ccccc3)nnn2c2ccccc12 the results were GAA850 FXN act 5.7, hcDAF-12 act 3.9, hgDAF-12 ag 3.9, DAX1 inh-1 0.6, ADAM17 inh -8, ADAM10 inh -20, PLC-gamma1 inh -147, DAX1 inh-2 0.9, PLCb3 inh -214, sPLA2-III inh 4 and ssDAF-12 act -0.2.
For C/C(=C\C(=O)c1ncc(C(F)(F)F)cc1Cl)N(C)C the results were GAA850 FXN act 0.4, hcDAF-12 act 0.7, hgDAF-12 ag 7.6, DAX1 inh-1 -0.3, ADAM17 inh -4, ADAM10 inh -3, PLC-gamma1 inh 0, DAX1 inh-2 -0.3, PLCb3 inh -4, sPLA2-III inh 3 and ssDAF-12 act -1.2.
Screening CCCC(=O)NC(=S)Nc1cccc(Cl)c1N1CCCCC1 returned GAA850 FXN act 2.6, hcDAF-12 act 0.1, hgDAF-12 ag 3.5, DAX1 inh-1 1.1, ADAM17 inh -1, ADAM10 inh 11, PLC-gamma1 inh -1, DAX1 inh-2 -0.8, PLCb3 inh -3, sPLA2-III inh 1 and ssDAF-12 act -0.8.
Screening O=C(O)CSCCCC(=O)Nc1ccc(Br)cc1 returned GAA850 FXN act 1.5, hcDAF-12 act -1.4, hgDAF-12 ag 1.0, DAX1 inh-1 -0.4, ADAM17 inh -1, ADAM10 inh 3, PLC-gamma1 inh 1, DAX1 inh-2 -0.1, PLCb3 inh 0, sPLA2-III inh -2 and ssDAF-12 act -1.0.
Screening NC(=O)C1=C[C@@H](c2ccc(C(F)(F)F)cc2)C[C@@H](OCc2ccc(CO)cc2)O1 returned GAA850 FXN act 0.4, hcDAF-12 act 0.0, hgDAF-12 ag -0.9, DAX1 inh-1 0.2, ADAM17 inh 7, ADAM10 inh 4, PLC-gamma1 inh 2, DAX1 inh-2 -0.1, PLCb3 inh 0, sPLA2-III inh -30 and ssDAF-12 act -1.4.
`COC(=O)C[C@H]1c2cc(F)ccc2S(=O)(=O)N1c1ccc(N(C)C)cc1` gave GAA850 FXN act -1.2, hcDAF-12 act -3.1, hgDAF-12 ag -1.4, DAX1 inh-1 3.4, ADAM17 inh 0, ADAM10 inh -3, PLC-gamma1 inh 0, DAX1 inh-2 -0.4, PLCb3 inh -2, sPLA2-III inh 8 and ssDAF-12 act -1.7.
`CCn1cc(-c2cc(C(=O)O)c3ccccc3n2)c(C)n1` gave GAA850 FXN act 0.3, hcDAF-12 act -2.3, hgDAF-12 ag -1.4, DAX1 inh-1 0.3, ADAM17 inh -254, ADAM10 inh inactive, PLC-gamma1 inh -136, DAX1 inh-2 0.1, PLCb3 inh -161, sPLA2-III inh 4 and ssDAF-12 act -0.4.
Screening CCCCCCc1cc2cc(/C(N)=N/NC(=O)c3ccncc3)c(=O)oc2cc1O returned GAA850 FXN act -0.6, hcDAF-12 act 0.7, hgDAF-12 ag -2.5, DAX1 inh-1 0.0, ADAM17 inh -110, ADAM10 inh -399, PLC-gamma1 inh -113, DAX1 inh-2 0.1, PLCb3 inh -142, sPLA2-III inh -3 and ssDAF-12 act -1.1.
`Cc1cc(C)cc(NC(=O)C2C3C=CC4(O3)C2C(=O)N(CCCN2CCCC2)C4C(=O)NC2CCCC(C)C2C)c1` (stereo not given) gave GAA850 FXN act 1.0, hcDAF-12 act -0.6, hgDAF-12 ag -2.5, DAX1 inh-1 0.5, ADAM17 inh 0, ADAM10 inh 2, PLC-gamma1 inh 1, DAX1 inh-2 0.1, PLCb3 inh -2, sPLA2-III inh -10 and ssDAF-12 act -1.3.
Screening CCN(CC)CCCN1C(=O)c2oc3ccccc3c(=O)c2C1c1cc(OC)ccc1OC (stereo not given) returned GAA850 FXN act -0.8, hcDAF-12 act -1.3, hgDAF-12 ag -1.3, DAX1 inh-1 -0.1, ADAM17 inh -7, ADAM10 inh -6, PLC-gamma1 inh -15, DAX1 inh-2 -0.3, PLCb3 inh -18, sPLA2-III inh 1 and ssDAF-12 act -0.1.
For Cc1ccc(C(=O)c2cc([N+](=O)[O-])ccc2N2CCCCC2)c(C)c1 the results were GAA850 FXN act -1.1, hcDAF-12 act -1.9, hgDAF-12 ag -5.9, DAX1 inh-1 -0.3, ADAM17 inh 1, ADAM10 inh 8, PLC-gamma1 inh 4, DAX1 inh-2 1.3, PLCb3 inh 0, sPLA2-III inh 1 and ssDAF-12 act -0.7.
`Fc1ccccc1Cc1noc(CN2CCN(Cc3ccc4c(c3)OCO4)CC2)n1` gave GAA850 FXN act -1.3, hcDAF-12 act -0.9, hgDAF-12 ag -2.5, DAX1 inh-1 -0.9, ADAM17 inh 0, ADAM10 inh 6, PLC-gamma1 inh 1, DAX1 inh-2 -0.4, PLCb3 inh -6, sPLA2-III inh -8 and ssDAF-12 act -1.5.
Screening CCOC(=O)c1ccc(NC(=S)N(CCCN2CCCCCC2)Cc2ccco2)cc1 returned GAA850 FXN act -0.8, hcDAF-12 act 3.1, hgDAF-12 ag 2.3, DAX1 inh-1 -1.0, ADAM17 inh -2, ADAM10 inh -1, PLC-gamma1 inh 1, DAX1 inh-2 0.3, PLCb3 inh 3, sPLA2-III inh -9 and ssDAF-12 act -0.8.
For Cc1ccc(NC(=O)CN(C)Cc2c(O)ccc3ccccc23)cc1 the results were hcDAF-12 act 2.5, hgDAF-12 ag 0.0, ADAM17 inh -20, ADAM10 inh -51, PLC-gamma1 inh -3, DAX1 inh-2 -0.2, PLCb3 inh -15, sPLA2-III inh -16 and ssDAF-12 act -0.1.
CN(C)c1ccc(C(CNS(=O)(=O)c2ccc3ccccc3c2)c2c[nH]c3ccccc23)cc1 (stereo not given) was read as GAA850 FXN act 3.4, hcDAF-12 act 5.2, hgDAF-12 ag 2.3, DAX1 inh-1 -1.3, ADAM17 inh 9.1*, ADAM10 inh 19, PLC-gamma1 inh -9, DAX1 inh-2 0.5, PLCb3 inh -11, sPLA2-III inh -20 and ssDAF-12 act -0.6.
`CCOC(=O)Cc1cc(=O)[nH]c(/N=C(\N)Nc2ccc(OC)cc2)n1` gave GAA850 FXN act 2.5, hcDAF-12 act 0.8, hgDAF-12 ag -2.5, DAX1 inh-1 -1.2, ADAM17 inh -9, ADAM10 inh -8, PLC-gamma1 inh -1, DAX1 inh-2 -0.2, PLCb3 inh -6, sPLA2-III inh -34 and ssDAF-12 act -1.4.
For COc1ccc([C@H]2CC(=O)C=C(c3ccc(NC(C)=O)cc3)C2)cc1OC the results were GAA850 FXN act 0.1, hcDAF-12 act -3.0, hgDAF-12 ag -2.9, DAX1 inh-1 -0.2, ADAM17 inh -10, ADAM10 inh -22, PLC-gamma1 inh -2, DAX1 inh-2 -0.8, PLCb3 inh -2, sPLA2-III inh -2 and ssDAF-12 act -1.9.
`CCc1cccc2c(C=C(C#N)C#N)cn(CC(=O)N3CCCC3)c12` gave GAA850 FXN act 0.8, hcDAF-12 act -1.2, hgDAF-12 ag 0.7, DAX1 inh-1 0.5, ADAM17 inh -1, ADAM10 inh -7, PLC-gamma1 inh -1, DAX1 inh-2 0.6, PLCb3 inh 2, sPLA2-III inh 2 and ssDAF-12 act -0.1.
Screening COC(=O)c1cc(OC)c(OC)cc1N=CC1=C(O)CC(C)(C)CC1=O returned GAA850 FXN act 0.7, hcDAF-12 act -1.1, hgDAF-12 ag 1.4, DAX1 inh-1 -0.5, ADAM17 inh -5, ADAM10 inh -6, PLC-gamma1 inh -12, DAX1 inh-2 0.3, PLCb3 inh -8, sPLA2-III inh 5 and ssDAF-12 act -0.8.
For COc1ccc(OC)c(NC(=O)CN2C(=O)NC(C)(c3ccc4c(c3)OCCO4)C2=O)c1 (stereo not given) the results were GAA850 FXN act 0.6, hcDAF-12 act -0.1, hgDAF-12 ag -0.9, DAX1 inh-1 0.1, ADAM17 inh -3, ADAM10 inh -15, PLC-gamma1 inh 2, DAX1 inh-2 -1.7, PLCb3 inh -9, sPLA2-III inh 10 and ssDAF-12 act -1.7.

From PubChem
